Source: PubChem BioAssay (The Scripps Research Institute Molecular Screening Center)
M1 antag: antagonists of human M1 muscarinic receptor; CHO-K1 hM1, Fluo-8 calcium fluorescence, ACh EC80 antagonist; inhibition, % at 3 µM; 360,000 compounds, 1.3% hits;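 active means percent inhibition above its own plate's cutoff, namely the mean of that plate's compound wells plus 3 SD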;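 further: peak over basal fluorescence ratio during 140 s after agonist addition; 0% = ACh EC80 plus DMSO and 100% = DMSO alone without agonist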
CHRM4 agonist: CHRM4 agonism in calcium assay; activation, % at 3 µM; P08173; CHO-K1 hM4/Gqi5, Fluo-8 calcium fluorescence; vehicle 0%, full acetylcholine response 100%; 360,000 compounds, 0.14% hits; AID 624127;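 active means activation above the run mean over all test wells plus 3 SD, cut at about 32% in these data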;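 further: peak over basal fluorescence ratio per well then scaled between controls; 0% = DMSO wells and 100% = acetylcholine at EC100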
Target sequence (P08173 whole entry, looked up): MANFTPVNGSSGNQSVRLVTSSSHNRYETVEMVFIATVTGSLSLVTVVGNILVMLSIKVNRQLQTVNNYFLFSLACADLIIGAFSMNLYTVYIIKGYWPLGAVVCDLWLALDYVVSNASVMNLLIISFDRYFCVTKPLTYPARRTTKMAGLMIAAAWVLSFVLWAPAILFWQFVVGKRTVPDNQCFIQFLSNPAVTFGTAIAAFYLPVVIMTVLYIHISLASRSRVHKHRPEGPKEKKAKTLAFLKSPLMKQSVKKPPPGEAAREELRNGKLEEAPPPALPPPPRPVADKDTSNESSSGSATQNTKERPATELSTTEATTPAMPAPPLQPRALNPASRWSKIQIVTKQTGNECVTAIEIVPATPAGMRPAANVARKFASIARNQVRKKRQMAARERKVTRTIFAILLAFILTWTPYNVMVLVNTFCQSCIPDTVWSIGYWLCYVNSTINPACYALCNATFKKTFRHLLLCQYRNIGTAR
M1 PAM: potentiates human M1 receptor response to acetylcholine. AID 588819. P11229. activation, % at 3 µM. 360,000 compounds, 0.088% hits. CHO-K1 hM1, Fluo-8 calcium fluorescence, ACh EC20; 0% = ACh EC20, 100% = maximal ACh; in the data active means activation above about 19%, passing the limit was not always enough
CHO-K1 Ca antag: nonselective inhibitor or artifact in parental CHO-K1 cells; ATP-induced calcium, Fluo-8 fluorescence; inhibition, % at 3 µM; 360,000 compounds, 0.6% hits;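 active means inhibition above a per-plate cutoff, the plate's mean sample inhibition plus 3 SD, cut at about 24% in these data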;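 further: 0% = DMSO plus EC80 ATP and 100% = DMSO alone without ATP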
CHO-K1 Ca ag: nonselective activator or artifact in parental CHO-K1 cells; Fluo-8 calcium fluorescence; scaled to maximal ATP response, vehicle zero; activation, % at 3 µM; 360,000 compounds, 0.48% hits; AID 602248; in the data active means activation above about 15%;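 further: untransfected CHO-K1 host cells lacking M1 receptor as counterscreen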
CHRM1 agonist: human M1 muscarinic receptor agonism; AID 588814; CHO-K1 hM1, Fluo-8 calcium fluorescence, agonist mode; 0% DMSO, 100% acetylcholine EC100; 360,000 compounds, 0.33% hits; activation, % at 3 µM;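 active means activation above the run's mean compound activation plus 3 SD, cut at about 16% in these data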;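 further: peak over basal fluorescence ratio within a 140 s kinetic read after compound addition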
CHO parental Ca: counter-screen for OX1R antagonists: effect in parental CHO cells | parental CHO-K1, ATP-induced calcium, Fluo-8 fluorescence | inhibition, % at 5.6 µM | 330,000 compounds, 0.63% hits;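 active means inhibition above that plate's mean sample inhibition plus 3 SD, cut at about 26% in these data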;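 further: 0% = ATP-challenged DMSO wells and 100% = DMSO wells without ATP; some compounds past the cut are filed as inactive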
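Test system: untransfected parental CHO cell line. Compound: one dose, 5.6 µM nominal. Detection: intracellular calcium via Fluo-8 no-wash fluorescent dye. Measure: % inhibition. Benchmarks: ATP-challenged DMSO wells low, unchallenged DMSO wells high.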
OXTR potentiator: human OXTR potentiation. CHO-OTR cells, Fluo-8 calcium fluorescence, potentiator mode; 0% = oxytocin EC15, 100% = EC100. activation, % at 3 µM. 320,000 compounds, 0.061% hits;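 active means activation above that plate's cutoff, the mean activation of tested compounds plus 3 SD, cut at about 6.6% in these data, passing the limit was not always enough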;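 further: 100% uses oxytocin at 75 nM as the full agonist control; some results filed as inactive read as strong as hits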
Target sequence (P30559 whole entry, looked up): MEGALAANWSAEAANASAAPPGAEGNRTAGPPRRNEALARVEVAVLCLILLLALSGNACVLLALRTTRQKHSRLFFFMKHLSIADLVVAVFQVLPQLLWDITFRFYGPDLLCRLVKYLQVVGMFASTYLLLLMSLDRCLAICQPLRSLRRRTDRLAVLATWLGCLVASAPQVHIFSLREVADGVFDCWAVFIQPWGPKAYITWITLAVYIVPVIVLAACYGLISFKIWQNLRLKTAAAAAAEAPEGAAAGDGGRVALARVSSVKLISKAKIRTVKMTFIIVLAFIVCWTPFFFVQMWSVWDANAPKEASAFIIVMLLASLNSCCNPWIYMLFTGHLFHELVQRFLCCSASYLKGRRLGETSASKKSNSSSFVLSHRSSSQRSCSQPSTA
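Replication – single well per compound, singlicate · Assay system – CHO cell line stably expressing human OTR · Timing – 6 min pre-incubation, 100 s read · Measure – normalized max/min fluorescence ratio, % activation · Doses – 3.0 µM, one dose · Detection – Fluo-8 calcium dye fluorescence · Probe or stimulus – oxytocin near EC15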
CHRM4 antagonist: CHRM4 antagonism in calcium assay | 360,000 compounds, 0.73% hits | P08173 | CHO-hM4 cells, ACh EC80, Fluo-8 calcium fluorescence | inhibition, % at 3 µM;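 active means inhibition above its plate's cutoff, the mean inhibition of sample wells plus 3 SD, cut at about 27% in these data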;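 further: 0% = acetylcholine EC80 with DMSO and 100% = DMSO without agonist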
* marks the source's active call; other numbers are inactive results; · = not tested or not shown; & = joins results of further samples.

SMILES	M1 antag	CHRM4 agonist	M1 PAM	CHO-K1 Ca antag	CHO-K1 Ca ag	CHRM1 agonist	CHO parental Ca	OXTR potentiator	CHRM4 antagonist
CCNC(=O)CSC1=N/C(=C\c2ccc(O)c(OCC)c2)C(=O)N1c1ccc(OC(F)F)cc1	3.0	3.1	0.7	-0.5	0.7	-0.1	-2.8	-3.1	1.2
Cc1ccc(CSc2nc3ccncc3n2CC(=O)Nc2cc(C)cc(C)c2)cc1	2.0	1.0	0.2	7.7	-0.5	-4.5	0.2	1.8	-9.6
O=C1CCCN1C(=O)CSc1ncnc2sccc12	9.1	0.3	-4.2	16.5	-0.3	-5.0	·	·	1.9
O=C(NCCCO)c1c(O)c2cccc3c2n(c1=O)CCC3	-15.1	0.3	13.4	-11.9	0.8	-7.3	-10.2	0.5	-3.2
CCN(C(=O)COC(=O)c1ccc[nH]c1=O)c1cccc2ccccc12	-15.4	0.6	7.3	-10.5	0.7	-3.1	-9.8	-7.3	6.2
COc1ccc(-n2ncc(C(C)NS(=O)(=O)c3ccc(C(C)=O)cc3)c2C)cc1 (stereo not given)	-8.2	1.9	9.7	5.9	-0.2	-2.7	-17.3	6.1	-5.5
O=C(Nc1ccc(OC(F)(F)F)cc1)Nc1cccnc1	-2.8	4.3	3.2	0.1	4.0	1.0	21.3	-18.4	4.2
COc1ccc(Cc2nnc(NC(=O)CS(=O)(=O)Cc3ccccc3)s2)cc1	-11.3	1.7	10.1	-12.2	2.1	-1.0	-4.9	-7.0	-1.2
COc1cccc(NC(=O)CN(C)C(=O)c2cc(-c3ccc(F)cc3)nc3ccccc23)c1	27.3*	22.6	-5.8	9.9	8.2	-0.5	8.3	-12.2	19.8
Cc1cc(C)n2nc(C(=O)OCC(=O)Nc3ccc4c(c3)OCCO4)nc2n1	-2.5	0.4	14.2	-4.3	-0.2	2.8	-8.2	-7.2	-8.1
CCn1c(CC(=O)Nc2ccccc2F)nnc1SCC(=O)Nc1nnc(C)s1	-8.5	0.6	8.3	-12.3	1.5	-5.0	-1.0	-1.5	-5.0
O=C(Oc1oc(-c2ccco2)nc1C=Nc1ccccc1)c1ccco1	-15.3	-0.2	-0.1	-4.4	-0.1	-2.2	6.8	-9.7	9.1
O=C(NCc1cccnc1)c1ccccc1-c1nc(-c2ccccc2)no1	1.9	8.4	-3.7	7.6	4.4	-3.4	-17.4	-11.5	-5.0
CN1CCN(c2ccc(NC(=O)c3cccc(S(=O)(=O)N4CCCC4)c3)cc2)CC1	46.6*	-0.1	-26.2	1.5	0.1	-8.4	-2.6	-0.7	4.8
O=c1c2ccccc2nc2n1C(CSCc1ccc(Cl)cc1)CS2 (stereo not given)	7.2	3.7	-5.0	-0.3	1.7	-3.1	5.6	-18.6	0.2
O=C(CN1C(=O)C2CC=CCC2C1=O)Nc1ccccc1N1CCCC1 (stereo not given)	-5.8	0.9	4.8	7.0	0.2	-3.7	-20.0	-0.7	-13.9
O=C(COC(=O)c1cccc(F)c1)Nc1cccc(S(=O)(=O)N2CCOCC2)c1	-10.4	2.6	6.9	-16.7	2.3	1.0	·	·	-20.2
Cn1cc(C(=O)c2ccccc2C(=O)O)cc1C(=O)C(Cl)(Cl)Cl	-11.8	0.4	14.5	-8.1	0.1	-2.0	-4.2	-6.2	-6.3
O=C(Nc1ccc(F)cc1)c1cccc(N2C(=O)C3C4CCC(C4)C3C2=O)c1 (stereo not given)	-5.9	7.4	0.8	-13.4	6.6	-2.7	-14.4	-9.4	-6.4
Cc1ccc(NC(=O)C[n+]2cc(-c3ccccc3)n3c2CCC3)cc1	-0.2	0.2	-3.5	-14.0	-0.6	-8.5	-8.3	6.8	-9.6

Full records as entered above. Values in the order: M1 antag | CHRM4 agonist | M1 PAM | CHO-K1 Ca antag | CHO-K1 Ca ag | CHRM1 agonist | CHO parental Ca | OXTR potentiator | CHRM4 antagonist
`O=C(CN1C(=O)C2CC=CCC2C1=O)Nc1ccccc1N1CCCC1` (stereo not given) in the list: -5.8 | 0.9 | 4.8 | 7.0 | 0.2 | -3.7 | -20.0 | -0.7 | -13.9
`Cc1ccc(NC(=O)C[n+]2cc(-c3ccccc3)n3c2CCC3)cc1` in the list: -0.2 | 0.2 | -3.5 | -14.0 | -0.6 | -8.5 | -8.3 | 6.8 | -9.6
`O=C(Nc1ccc(F)cc1)c1cccc(N2C(=O)C3C4CCC(C4)C3C2=O)c1` (stereo not given) in the list: -5.9 | 7.4 | 0.8 | -13.4 | 6.6 | -2.7 | -14.4 | -9.4 | -6.4

New compounds follow:
SMILES	M1 antag	CHRM4 agonist	M1 PAM	CHO-K1 Ca antag	CHO-K1 Ca ag	CHRM1 agonist	CHO parental Ca	OXTR potentiator	CHRM4 antagonist
Cc1cc(C)n(CCCNCC(O)c2ccccc2)n1 (stereo not given)	-21.2&-2.9	0.9&0.7	10.9&3.2	-9.3&-5.3	1.1&0.3	-2.3&-2.3	-14.5	-9.9	-5.7&-6.0
O=C(NCc1ccc(Cl)cc1)C1CCN(S(=O)(=O)c2cccc3nonc23)CC1	-5.9	2.5	-1.5	-1.1	0.4	-7.1	20.1	-12.7	-4.2
Cc1ccc(S(=O)(=O)N2CCOCC2)cc1C(=O)N1CCc2ccccc21	-11.4	4.5	7.2	-8.7	0.5	-1.3	-23.1	-1.4	8.9
Cc1ccccc1OCC(O)Cn1c(Br)nc2c1c(=O)n(C)c(=O)n2C (stereo not given)	15.2	12.7	-18.3	11.4	6.8	6.8	-9.8	-15.7	-0.6
Cn1cccc1C(=O)NCC(c1ccc(F)cc1)N1CCOCC1 (stereo not given)	-25.5	0.5	26.5*	-13.7	0.2	1.3	-11.5	-6.1	-6.5
CCN(c1ccc(NC(=O)COC(=O)c2ccc(C)c(S(=O)(=O)N3CCOCC3)c2)cc1)C(C)C	3.7	5.9	-10.2	-3.2	1.2	-5.1	-10.7	-18.1	11.5
CCCc1nnc(SCC(=O)NC2CCCC2)n1CCOC	-8.3	0.5	5.6	-16.0	0.8	-1.3	-21.7	-5.3	-1.0
COc1ccc(NC(=O)CSc2nnc(COc3ccccc3)n2Cc2ccco2)cc1OC	3.9	3.7	0.8	-17.3	2.0	-1.6	-24.0	-8.3	-4.3
COc1cccc(NC(=O)CCNC(=O)c2ccccc2Cl)c1	-3.8	1.7	7.2	-2.4	0.1	-7.7	11.8	-13.4	-5.7
Cc1ccc(-c2nn(CC(=O)NCc3ccco3)c(=O)c3ccccc23)cc1	-11.1	-0.2	10.4	-10.6	0.2	-4.0	-14.9	3.0	-3.3
Cc1cc(C)c2ccc(/C=N/O)nc2c1O	-15.4	-0.6	6.2	-5.2	-0.4	-1.3	-0.2	-4.8	4.1
CC(C)=CCC/C(C)=C/CNC(=O)C[C@H]1C[C@H](C(=O)N2CCCCC2)[C@@]2(CCc3ccccc3)c3[nH]c4ccc(Cl)cc4c3CCN2C1=O	-7.9	0.1	7.9	5.4	0.7	-2.4	-13.9	·	-10.0
O=C(CCn1cccn1)N1CCCC(N2CCN(c3cccc(C(F)(F)F)c3)CC2)C1 (stereo not given)	9.2	2.3	-3.6	6.6	0.5	-4.1	-13.2	-4.1	-2.1
CCOC(=O)C1=C(C)NC(=O)NC1C(C)C (stereo not given)	-2.3	1.7	9.4	-15.5	0.3	-4.3	0.6	1.6	-3.9
Fc1ccc(Nc2ncnc3sc4c(c23)CCC4)cc1	0.3	-2.5	3.2	-7.1	0.7	-7.7	-12.9	2.3	8.7
O=C(O)c1cccc(S(=O)(=O)N2CCN(C(c3ccccc3)c3ccccc3)CC2)c1	0.2	1.7	-0.7	5.6	0.8	-6.8	-10.3	-27.8	-3.0
C=CCn1c(SCC)nc(O)cc1=O	6.7	-0.1	-1.2	-3.3	0.2	-4.1	-12.6	-5.4	-12.3
Cc1ccc(C(C)NC(=O)Cc2cccs2)cc1C (stereo not given)	-4.7	-0.6	3.2	-4.7	0.0	-1.2	-12.5	-10.2	-5.1
Cc1ccc(S(=O)(=O)N=S(CC2CC2(Cl)Cl)CC2CC2(Cl)Cl)cc1 (stereo not given)	-0.7	0.4	0.8	6.8	0.3	-4.8	-19.2	-4.6	9.9
CC1CN(/C=C/C(=O)C(F)(F)F)CC(C)O1 (stereo not given)	-5.4	2.2	2.3	1.8	0.5	-3.9	4.9	3.4	1.5
C/C=C(\C)CN1CCC(Oc2cccc(C(=O)NCc3ccccn3)c2)CC1	3.7	1.9	-4.0	-1.0	0.8	-7.0	-16.3	-2.5	14.7
COC(=O)c1noc(-c2ccc(C)cc2)n1	2.0	0.1	-3.5	7.9	0.2	-4.3	-6.2	-7.5	-0.5
CCC(C)NC(=O)CSc1ccc(S(=O)(=O)N2CCN(Cc3ccccc3)CC2)cn1 (stereo not given)	10.9	4.6	-9.9	2.8	2.3	-3.6	-20.7	-9.0	4.9
O=C(NC1CCC(O)CC1)c1ccc2c(c1)S(=O)(=O)N=C1CCCCCN12 (stereo not given)	-6.1	0.7	4.6	6.5	-0.1	-1.8	1.9	-10.8	-2.0
Cc1ccc(N(CC(=O)NCCSCc2ccco2)S(=O)(=O)c2ccc(F)cc2)cc1	0.4	0.0	-3.2	-13.2	2.5	-15.5	-18.9	-8.7	-6.3
O=C(Nc1cc([N+](=O)[O-])ccc1F)C1CC1	-4.8	0.5	7.4	0.4	0.1	-1.3	-7.2	-4.4	0.3
O=C1NC[C@@H](CCCCN2CCN(CCC3CCCCC3)C(=O)C2=O)N(Cc2ccccc2)C1=O	·	0.2	·	-4.9	0.2	·	·	·	0.5
COc1ccc(S(=O)(=O)Nc2ccc3c(c2)N(C(C)=O)CCC3)cc1OC	-11.7	7.9	8.7	1.1	0.3	-1.2	-3.1	-12.2	-27.3
COc1cc(-c2coc3c(C(=O)NCc4ccc(OC)c(OC)c4)cccc23)ccc1O	29.7*	22.9	-16.2	-3.6	15.3*	7.2	·	·	5.5
COc1ccc(NC(=O)CSc2nnc(NC(=O)c3ccco3)s2)cc1	2.3	0.2	1.9	-10.5	0.2	-1.9	0.5	-2.0	-0.5
COc1ccc(NC(=O)CSCc2cc(=O)n3cc(C)sc3n2)cc1	-1.8	-0.1	5.8	-9.8	-0.3	-1.1	-9.6	-6.7	8.5
Cc1ccc(NC(=O)CSc2nc3ccccc3c(=O)n2CCCC(=O)N2CCCC2)cc1	-3.4	-0.6	0.0	5.5	0.1	-6.2	-14.3	1.2	5.1

Some of these compounds in order of number of heavy atoms, low to high.
SMILES	M1 antag	CHRM4 agonist	M1 PAM	CHO-K1 Ca antag	CHO-K1 Ca ag	CHRM1 agonist	CHO parental Ca	OXTR potentiator	CHRM4 antagonist
Fc1ccc(Nc2ncnc3sc4c(c23)CCC4)cc1	0.3	-2.5	3.2	-7.1	0.7	-7.7	-12.9	2.3	8.7
Cc1ccccc1OCC(O)Cn1c(Br)nc2c1c(=O)n(C)c(=O)n2C (stereo not given)	15.2	12.7	-18.3	11.4	6.8	6.8	-9.8	-15.7	-0.6
COc1ccc(Cc2nnc(NC(=O)CS(=O)(=O)Cc3ccccc3)s2)cc1	-11.3	1.7	10.1	-12.2	2.1	-1.0	-4.9	-7.0	-1.2
